# Screening data deposited in PubChem by National Center for Advancing Translational Sciences (NCATS).
# ALOX12 inh – Primary qHTS assay for inhibitors of human arachidonate 12S-lipoxygenase (ALOX12): Round 2; actives 1.1% (n = 580,000); Potency, µM (titrated, usually from 108 µM), without a hit: at the highest dose activity change, negative = inhibition, actives largely listed as inhibitors; purified 12hLO, xylenol orange hydroperoxide absorbance; AID 1671190, 2021; Polyunsaturated fatty acid lipoxygenase ALOX12 (Homo sapiens), P18054; note: potency is the fitted concentration of half-maximal effect; % is set by controls: 0 for no effect and ±100 for the full control effect
#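 Purified human 12hLO (150 nM final) in 25 mM Hepes, 0.01% Triton X-100, pH 7.0 was preincubated 15 min at room temperature with compound. Then 40 uM arachidonic acid was added, 30 min. Hydroperoxide was read by Fe-XO absorbance ratio 573/405 nm.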
# TRHR agonist – qHTS for Small Molecule Agonists and Allosteric Enhancers of Human TRH Receptor: Primary Screen for Agonists | activation, % at 2 µM | TRHR cells, calcium flux fluo-8, FDSS agonist mode | Thyrotropin-releasing hormone receptor (Homo sapiens), P34981 | AID 493084, 2011 | actives 0.18% (n = 360,000); in the data active = activation above about 30%; note: 0% is about no effect
# Target sequence (P34981 whole entry, looked up): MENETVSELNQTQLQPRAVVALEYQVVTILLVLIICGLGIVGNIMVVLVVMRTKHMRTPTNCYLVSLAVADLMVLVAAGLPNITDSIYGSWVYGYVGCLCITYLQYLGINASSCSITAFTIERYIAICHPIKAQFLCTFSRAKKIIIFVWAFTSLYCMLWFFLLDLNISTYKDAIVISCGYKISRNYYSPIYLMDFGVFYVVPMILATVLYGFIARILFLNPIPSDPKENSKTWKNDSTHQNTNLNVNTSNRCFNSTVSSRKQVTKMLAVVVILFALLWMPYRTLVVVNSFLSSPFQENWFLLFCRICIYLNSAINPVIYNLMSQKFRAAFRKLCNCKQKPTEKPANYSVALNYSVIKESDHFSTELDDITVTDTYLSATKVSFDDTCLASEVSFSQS
#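 In this calcium-flux screen, cells bearing human TRHR are dye-loaded with fluo-8, baselined for 10 cycles, then exposed to library compounds; positive kinetic calcium responses during the agonist phase mark hits, with TRH as control.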
# Pol iota inh – qHTS for Inhibitors of Polymerase Iota | DNA polymerase iota (Homo sapiens), Q9UNA4 | Pol iota fluorescent replication assay, 10 min | Potency, µM (doses to about 115 µM), for the others: top-dose activity, negative = inhibition, hits mostly inhibitors | actives 1% (n = 390,000); note: potency is the fitted concentration of half-maximal effect
# Target sequence (Q9UNA4 whole entry, looked up): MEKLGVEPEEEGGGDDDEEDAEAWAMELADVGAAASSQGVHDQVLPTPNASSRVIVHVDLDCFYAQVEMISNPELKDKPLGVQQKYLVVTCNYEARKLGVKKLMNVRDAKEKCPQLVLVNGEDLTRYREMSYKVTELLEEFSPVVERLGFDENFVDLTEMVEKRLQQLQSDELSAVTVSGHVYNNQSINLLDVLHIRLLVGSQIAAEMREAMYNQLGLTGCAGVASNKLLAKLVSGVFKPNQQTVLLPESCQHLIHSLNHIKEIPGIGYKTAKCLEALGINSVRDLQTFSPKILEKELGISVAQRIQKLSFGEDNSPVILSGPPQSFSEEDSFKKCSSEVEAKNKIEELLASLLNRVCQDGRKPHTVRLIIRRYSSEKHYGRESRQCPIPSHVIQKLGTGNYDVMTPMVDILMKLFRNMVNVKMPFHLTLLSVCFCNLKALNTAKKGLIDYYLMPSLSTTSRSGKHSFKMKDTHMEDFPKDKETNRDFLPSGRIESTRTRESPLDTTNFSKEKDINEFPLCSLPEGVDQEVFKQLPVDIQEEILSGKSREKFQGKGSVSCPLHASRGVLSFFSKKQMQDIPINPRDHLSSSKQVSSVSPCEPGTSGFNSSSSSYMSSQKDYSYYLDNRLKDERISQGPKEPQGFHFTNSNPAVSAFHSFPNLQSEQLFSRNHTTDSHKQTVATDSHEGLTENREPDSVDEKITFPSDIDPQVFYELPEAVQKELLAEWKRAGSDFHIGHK
#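 Fluorescent replication assay read twice, at 0 min and 10 min after adding 50 nM (final) substrate. Enzyme (10 nM) and compounds were first incubated 15 min at room temperature; enzyme-free buffer wells were negative controls.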
# Anesthetic bind – qHTS Assay for Identification of Novel General Anesthetics; Ferritin light chain (Equus caballus), P02791; apoferritin/1-aminoanthracene competitive binding, fluorescence; Potency, µM (titrated, usually from 77.5 µM), for inactives: top-dose activity change, negative = displacement, usual class: inhibitors; actives 0.074% (n = 350,000); AID 485281, 2010; note: potency is the fitted concentration of half-maximal effect; % is set by controls: 0 for no effect and ±100 for the full control effect; nearly all actives have a fitted effect of over 20% in size
#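 10 uM apoferritin + 50% sat. 1-AMA, PBS; cpd 10 min RT; Ex380/Em535 endpoint; normalized to free probe vs complex; 4-param Hill fit; propofol titration as pos. ctrl.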
# APE1 inh – qHTS Assay for Inhibitors of the Human Apurinic/apyrimidinic Endonuclease 1 (APE1); DNA repair nuclease/redox regulator APEX1 (Homo sapiens), P27695; recombinant APE1, TAMRA/BHQ-2 abasic DNA cleavage fluorescence; Potency, µM (highest dose often 65.8 µM), inactives show at the highest dose activity change, negative = inhibition, most hits filed as inhibitors; actives 0.35% (n = 350,000);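 note: potency is the fitted concentration of half-maximal effect; plate controls were vehicle for no effect and reference inhibitor for full effect; nearly all actives have a fitted effect of over 55% in size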
#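 Compound pre-exposure to 0.75 nM APE1, 15 min at ambient temperature. Reaction initiated with 50 nM TAMRA/BHQ-2 THF substrate, read immediately in kinetic mode, 525 nm excitation, 598 nm emission.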
# Pol kappa inh – qHTS for Inhibitors of Polymerase Kappa; DNA polymerase kappa (Homo sapiens), Q9UBT6; purified Pol kappa, fluorescent DNA synthesis assay, 10 min; Potency, µM (highest dose often 107 µM), without a hit: at the top dose activity, negative = inhibition, most hits filed as inhibitors; actives 0.53% (n = 400,000); AID 588579, 2011; note: potency is the fitted concentration of half-maximal effect; % is set by controls: 0 for no effect and ±100 for the full control effect
#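 50 nM final substrate added after 15 min RT preincubation of 10 nM Pol kappa with compound; fluorescence read at 0 and 10 min.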
# BLM helicase inh – qHTS Assay for Inhibitors of Bloom's syndrome helicase (BLM); RecQ-like DNA helicase BLM (Homo sapiens), P54132; recombinant BLM DNA unwinding, fluorescence dequenching; Potency, µM (doses to about 56.1 µM), without a hit: at the top dose activity change, negative = inhibition, actives largely listed as inhibitors; actives 0.2% (n = 350,000);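 note: potency is the fitted concentration of half-maximal effect; plate controls were vehicle for no effect and no enzyme for full effect; nearly all actives have a fitted effect of over 35% in size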
# ERG-DNA inh – qHTS for Small Molecule Inhibitors of the ERG Ets/DNA interaction. Transcriptional regulator ERG (Homo sapiens), P11308. actives 0.028% (n = 370,000). fluorescence polarization, His-ERG Ets domain / labelled DNA. Potency, µM (titrated, usually from 76.9 µM), for inactives: at the top dose FP activity, negative = inhibition, hits mostly inhibitors; active = well fitted inhibition curve with a large enough effect in the polarisation, with a control signal flat; inconclusive = small, poorly fitted or top-dose-only effect, or effect the other way, or a change in a side signal; inactive = no such curve, though single readings can be large or run the other way; the % refers to the polarisation;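 note: polarization taken with two DNA probes labelled with fluorescein and Texas red; potency is the fitted concentration of half-maximal effect; % of control where 0% means no effect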
#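 His-tagged ERG Ets domain (1 uM in the protein solution; 300mM KCl, 50mM Tris-HCl, 1mM EDTA, 1mM DTT, pH 7.5) received compound, then a probe mix of 5 nM fluorescein-DNA and 100nM Texas-615-DNA. Fluorescence polarization was read for both dyes.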
# Pol beta inh – qHTS Assay for Inhibitors of DNA Polymerase Beta | Pol beta primer extension/strand displacement, fluorescence kinetic | AID 485314, 2010 | actives 1.3% (n = 340,000) | P06746 | Potency, µM (highest dose often 114 µM), inactives show at the highest dose activity change, negative = inhibition, usual class: inhibitors; note: potency is the fitted concentration of half-maximal effect; % is set by controls: 0 for no effect and ±100 for the full control effect
#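 Reaction started by 50 nM substrate onto compound-treated Pol beta (10 nM, 15 min preincubation, room temperature); plates read at 0 min and 10 min. Normalized concentration-effect data fitted by four-parameter Hill equation.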
# An asterisk follows results filed as active; ? = inconclusive; . = not tested or not shown; & = joins results of further samples; [ ] = another dose, or the depositor's remark. Unless noted, calls come from the whole dose curve; as a rule, active = well fitted curve in the direction sought with a large enough effect; inconclusive = small, poorly fitted or top-dose-only effect, or another doubt; inactive = no such curve, though single readings can be large; an effect the other way counts as inactive or inconclusive. An excerpt; count on the stated rates, not on these rows.
SMILES,ALOX12 inh,TRHR agonist,Pol iota inh,Anesthetic bind,APE1 inh,Pol kappa inh,BLM helicase inh,ERG-DNA inh,Pol beta inh
CC(C)CNC(=O)C(=O)NNC(=O)C1CCCCC1,19%,-0.4,26%,-5%,-6%,4%,-1%,-22%,8%
COc1cc(NC(=O)c2cc(S(=O)(=O)N3CCC(C)CC3)cn2C)cc(OC)c1OC,-13%,-0.7,4%,2%,.,-7%[60.1 µM],1%,-3%,4%
CS(=O)(=O)Nc1cccc(C2=NN(S(=O)(=O)c3ccc(F)cc3)C(c3cccs3)C2)c1 (centres undefined),?,0.9,62%[activator],-13%,-12%,-9%,-6%,15%,30%
O=C(Nc1cccc2cccnc12)c1ccc2c(c1)OCCO2,-14%,-0.1,-11%,-5%,-1%,-20%,-9%,0%,-3%
O=C1CNC(=O)/C1=C/c1ccccc1,-20%,-0.2,11%,29%,?,-26%,-3%,-6%,20%
O=C(CN1C(=O)NC2(CCCCCC2)C1=O)Nc1ccc(Cl)cc1Cl,326%[activator],-0.4,5%,.,9%,-7%,.,-14%,.
O=C(Nc1ccccc1C(=O)O)c1ccc(Cl)c(S(=O)(=O)N2CCOCC2)c1,5%,0.4,1%,-7%,-3%,-10%,-2%,-2%,-29%
CCOC(=O)C1=C(O)/C(=C/c2ccccn2)SC1=Nc1ccc(Cl)cc1,6%,-0.2,3%,-3%,0%,-2%,-5%,0%,27%
Cn1ncc([N+](=O)[O-])c1C(=O)Nc1ccc(C2CCCCC2)cc1,-18%,-0.9,-4%,?,-3%,2%,-6%,-2%,0%
COc1ccccc1CNC(=O)CNC(=O)Cn1cnc2ccccc2c1=O,-4%,0.7,22%,-1%,1%,-11%,3%,0%,-3%
COC(=O)c1ccc(OCC2c3cc(OC)c(OC)cc3CCN2C(=O)COc2ccc(Cl)cc2)cc1 (centres undefined),5%,1.3,19%,49%[activator],.,-11%[60.1 µM],-8%,0%,0%
C=CCNC(=O)c1onc(CCl)c1C(=O)OC,-14%,0.0,-2%,-9%,2%,0%,-3%,-8%,37%
O=C(Oc1ccccc1Cl)C1CCN(C(=O)c2ccc(F)cc2)CC1,-15%,0.6,32%[activator],.,6%,-5%,.,-5%,.
Cc1cccc(N2CC(=O)N(c3cccc(C)c3)CC2=O)c1,6%,0.4,6%,-8%,3%,-3%,-1%,-2%,-8%
CCCCCCCCCCCCC/C=C/[C@@H](O)[C@H](CO)NC(C)=O,-2%[12.5 µM],.,.,-11%,0%,6%[19.4 µM],.,.,.
CCc1nnc(NC(=O)CSc2nnc(COc3ccccc3C)o2)s1,-22%,0.3,13%,-8%,-6%,-6%,-2%,-4%,4%
COc1ccc(CN(C)CC(=O)Nc2sc3c(c2C#N)CCC3)c(OC)c1,3%,-0.3,32%[activator],?,-8%,-13%,-4%,0%,20µM*
CCOc1ccc(S(=O)(=O)N2CCC(C(N)=O)CC2)c2ccccc12,-8%,0.2,2%,-9%,10%,3%,-4%,-2%,25%
COCCCN1C(=O)c2ccccc2CC1(C)C(=O)NC1CCCCC1 (centres undefined),-32%,-0.5,30%,5%,.,16%,-2%,0%,18%
c1ccc2c(-c3nnc(SCc4cn5ccccc5n4)o3)c[nH]c2c1,14%,-0.1,10%,-9%,-1%,6%,5%,4%,-8%

# Gathered by group: those above with four or more nitrogen atoms
SMILES,ALOX12 inh,TRHR agonist,Pol iota inh,Anesthetic bind,APE1 inh,Pol kappa inh,BLM helicase inh,ERG-DNA inh,Pol beta inh
Cn1ncc([N+](=O)[O-])c1C(=O)Nc1ccc(C2CCCCC2)cc1,-18%,-0.9,-4%,?,-3%,2%,-6%,-2%,0%
COc1ccccc1CNC(=O)CNC(=O)Cn1cnc2ccccc2c1=O,-4%,0.7,22%,-1%,1%,-11%,3%,0%,-3%
CCc1nnc(NC(=O)CSc2nnc(COc3ccccc3C)o2)s1,-22%,0.3,13%,-8%,-6%,-6%,-2%,-4%,4%
c1ccc2c(-c3nnc(SCc4cn5ccccc5n4)o3)c[nH]c2c1,14%,-0.1,10%,-9%,-1%,6%,5%,4%,-8%

# Next part.
SMILES,ALOX12 inh,TRHR agonist,Pol iota inh,Anesthetic bind,APE1 inh,Pol kappa inh,BLM helicase inh,ERG-DNA inh,Pol beta inh
C[C@H](CO)N1C[C@H](C)[C@@H](CN(C)CC2CCCCC2)Oc2ccc(NS(C)(=O)=O)cc2C1=O,-1%,.,2%,.,19%,14%,.,-1%,.
CN(CC(=O)Nc1ccc(F)cc1)C(=O)c1ccccc1OCc1ccc(F)cc1,-4%,-1.1,13%,-14%,19%,-1%,-4%,11%,21%
CC1(C)NC(=O)N(CC(=O)OCC(=O)N2CCN(S(=O)(=O)c3ccccc3)CC2)C1=O,-5%,-0.2,-3%,.,6%,-5%,.,-3%,.
Cc1cccc(Nc2nc(N)c([N+](=O)[O-])c(N3CC(C)CC(C)C3)n2)c1 (centres undefined),-14%,1.1,90%[activator],?,2%,-14%,-15%,-2%,?
O=C(N/N=C/c1ccccc1[N+](=O)[O-])c1cnccn1,-5%,0.4,11%[58.9 µM],-6%,7%,-15%,-5%,7%,-16%
CC(C)CN(C(=O)COC(=O)c1ccc2c(c1)NC(=O)CS2)C1CCS(=O)(=O)C1 (centres undefined),?,0.2,3%,-13%,-3%,1%,-2%,-2%,7%
Cc1ccc(C)c(NC(=O)C(NS(=O)(=O)c2ccc3c(c2)CCC(=O)N3)c2ccccc2)c1 (centres undefined),?,-0.6,?,-15%,.,-9%,-1%,5%,3%
Cc1cc(C)n(CCOC(=O)c2sc3ccccc3c2Cl)n1,?,-2.2,14%,?,-1%,-2%,-2%,-2%,9%
CCOc1ccccc1CNC(=O)c1cnc2sc(N3CCC(C)CC3)nn2c1=O,-15%,-0.4,-2%,-13%,.,-10%,-2%,6%,-11%
CC(=O)Nc1ccc2oc(-c3cc(F)c(F)cc3Cl)nc2c1,10%,-0.1,12%,-5%,-2%,-21%,-1%,-5%,0%
O=C(CNC(=O)OCc1ccccc1)Oc1ccc2ccc(=O)oc2c1,1%,-0.5,12%,343%[activator],27%,-7%,-9%,3%,-16%
COC(=O)c1ccccc1NC(=O)c1ccc(-c2ccc(Br)cc2)o1,-10%,0.0,1%,-12%,8%,-2%,-3%,-16%,40%
Cc1cc(C)n2nc(SCCC(=O)NCc3ccccc3)nc2n1,-1%,-0.3,41%[activator],-7%,2%,6%,-3%,-7%,-22%
CCOC(=O)C1=C(O)/C(=C\c2cccs2)N=C1C,4%,0.4,-9%,-6%,-2%,-1%,-5%,4%,11%
O=C(NC(CO)C(=O)OCc1ccccc1)OCc1ccccc1 (centres undefined),8%,0.2,17%,.,-7%,-6%,.,0%,.
CC(C)NS(=O)(=O)c1ccc(CCC(=O)Nc2ccc3c(c2)OCO3)cc1,4%[57.4 µM],0.0,1%,-17%,1%,-4%,-3%,.,-1%
Cc1cc(C)cc(C(=O)Nc2c3c(nn2-c2ccccc2C)CS(=O)(=O)C3)c1,-26%,-1.0,1%,-3%,.,-2%[60.1 µM],-4%,1%,0%
CCOc1ccccc1N1CCN(Cc2ccc(OC)c(OC)c2)CC1,-16%,-0.5,4%,-3%,-7%,6%,3%,-5%,-27%
CCc1nnc(NC(=O)Cn2nnc(-c3ccccc3F)n2)s1,6%,0.5,8%,-6%,2%,-12%,2%,-3%,0%
O=C(CN1C(=O)NC2(CCCC2)C1=O)N1CCN(c2cccc(C(F)(F)F)c2)CC1,?,0.3,30%,.,19%,-1%,.,4%,.
O=S(=O)(c1cccs1)N1CCC(Cc2ccccc2)CC1,61%[activator],0.7,5%,-11%,2%,0%,0%,9%,?
CCN(Cc1ccccc1)S(=O)(=O)c1cc(C(=O)NCC2CCCCC2)ccc1OC,-11%,-0.4,165%[activator],2%,-6%,-5%,-5%,-6%,-11%
CCOc1ccc(C(=O)OCC(=O)Nc2cc(S(=O)(=O)N3CCOCC3)ccc2N2CCOCC2)cc1,22%,.,52%,.,.,8%,.,10%,.
Cc1ccccc1NC(=O)c1ccc2snnc2c1,-10%,0.7,8%,-8%,-2%,10%,1%,-2%,?
Cc1cc(C)c(S(=O)(=O)N2CCc3ccccc32)c(C)c1,37%[activator],0.1,-22%,-11%,0%,-11%,1%,14%,0%
Cn1c(CN2CCN(c3ccccc3NS(C)(=O)=O)CC2)nc2ccccc21,0%&7%,0.4,-9%,-9%,11%,11%,-3%,11%,34%
CCOc1ccccc1N1C(=O)CC(Sc2nccc(C)n2)C1=O (centres undefined),0%,0.0,-27%,-6%,-9%,-3%,-4%,-10%,16%
O=C(CSc1nnc(NC(=O)c2ccco2)s1)Nc1ccccc1Cl,3%,-0.7,137%[activator],-10%,-5%,1%,-1%,-5%,39%
COc1ccc(-c2nc(SCC(=O)NCCc3ccccc3)n[nH]2)cc1,-6%,-0.7,4%,?,.,-4%[60.1 µM],3%,-1%,25%
CCCC(=O)Nc1ccc(C(=O)n2nnc3ccccc32)cc1,6%,-1.3,6%,2%,3%,-12%,1%,1%,0%
CCOc1ccc(C2=Nn3c(nnc3-c3cccnc3)SC2)cc1,-15%,-2.0,58%[activator],-20%,-1%,-9%,1%,6%,5%
